# eIF4E 4G PPI: inhibitors of eIF4E and eIF4G interaction in translation initiation; TR-FRET eIF4E-eIF4GI(517-606) binding, 2 h; inhibition, % at 21.7 µM; 220,000 compounds, 0.37% hits; AID 782;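 also: 0% = full FRET control wells and 100% = background wells lacking eIF4GI fragment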
# Target sequence (P63073 whole entry, looked up, the tested form may be a part): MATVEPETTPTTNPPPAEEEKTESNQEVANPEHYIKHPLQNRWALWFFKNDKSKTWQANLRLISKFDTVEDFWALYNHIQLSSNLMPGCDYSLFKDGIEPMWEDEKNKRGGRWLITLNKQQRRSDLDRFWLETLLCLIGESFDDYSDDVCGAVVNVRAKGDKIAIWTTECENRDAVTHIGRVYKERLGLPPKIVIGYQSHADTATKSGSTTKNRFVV
# Target sequence (Q04637 whole entry, looked up, the tested form may be a part): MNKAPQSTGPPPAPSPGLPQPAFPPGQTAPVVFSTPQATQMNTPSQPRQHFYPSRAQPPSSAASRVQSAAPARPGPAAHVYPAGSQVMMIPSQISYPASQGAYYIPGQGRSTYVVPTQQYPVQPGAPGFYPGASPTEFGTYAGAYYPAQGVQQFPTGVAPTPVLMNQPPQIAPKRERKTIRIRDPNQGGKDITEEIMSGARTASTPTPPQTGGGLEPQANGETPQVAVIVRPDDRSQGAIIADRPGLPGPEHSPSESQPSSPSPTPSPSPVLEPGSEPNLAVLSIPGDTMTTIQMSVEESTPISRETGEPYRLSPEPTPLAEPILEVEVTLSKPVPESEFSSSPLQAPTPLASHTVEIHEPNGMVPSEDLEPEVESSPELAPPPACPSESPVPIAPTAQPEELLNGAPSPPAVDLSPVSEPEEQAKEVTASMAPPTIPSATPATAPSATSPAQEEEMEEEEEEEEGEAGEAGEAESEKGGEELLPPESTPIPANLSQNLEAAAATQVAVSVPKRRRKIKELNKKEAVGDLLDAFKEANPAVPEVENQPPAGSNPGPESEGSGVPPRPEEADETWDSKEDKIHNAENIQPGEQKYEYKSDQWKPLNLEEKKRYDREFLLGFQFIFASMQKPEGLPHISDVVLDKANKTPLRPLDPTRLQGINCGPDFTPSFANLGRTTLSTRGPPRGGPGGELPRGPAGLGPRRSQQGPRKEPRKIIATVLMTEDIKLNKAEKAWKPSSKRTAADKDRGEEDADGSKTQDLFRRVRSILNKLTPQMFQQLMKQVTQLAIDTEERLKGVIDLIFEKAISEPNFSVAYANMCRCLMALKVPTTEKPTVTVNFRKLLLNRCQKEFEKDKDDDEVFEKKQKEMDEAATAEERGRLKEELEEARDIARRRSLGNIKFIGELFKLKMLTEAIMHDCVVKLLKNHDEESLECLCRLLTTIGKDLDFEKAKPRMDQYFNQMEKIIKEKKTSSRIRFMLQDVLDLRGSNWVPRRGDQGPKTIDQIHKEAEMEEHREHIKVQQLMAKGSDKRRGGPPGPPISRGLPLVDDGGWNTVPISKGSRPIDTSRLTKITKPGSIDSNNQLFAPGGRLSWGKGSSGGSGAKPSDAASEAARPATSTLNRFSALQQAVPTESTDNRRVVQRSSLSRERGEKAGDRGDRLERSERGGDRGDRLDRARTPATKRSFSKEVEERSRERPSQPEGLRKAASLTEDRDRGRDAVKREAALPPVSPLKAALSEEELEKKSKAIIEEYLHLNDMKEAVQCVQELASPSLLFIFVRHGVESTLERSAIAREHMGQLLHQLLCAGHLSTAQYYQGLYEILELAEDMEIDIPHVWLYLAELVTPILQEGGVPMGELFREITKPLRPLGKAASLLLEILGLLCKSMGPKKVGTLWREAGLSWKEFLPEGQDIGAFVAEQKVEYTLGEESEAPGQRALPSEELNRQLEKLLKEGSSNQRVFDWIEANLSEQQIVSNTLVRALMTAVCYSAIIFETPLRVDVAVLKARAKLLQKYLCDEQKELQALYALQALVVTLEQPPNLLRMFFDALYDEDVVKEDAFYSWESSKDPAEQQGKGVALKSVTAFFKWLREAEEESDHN
# Thrombin inh: thrombin (human) inhibition; P00734; inhibition, % at 5 µM; 220,000 compounds, 0.26% hits; alpha-thrombin, Boc-VPR-AMC fluorogenic substrate cleavage;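 active = inhibition at or above 40%; inactive = inhibition below 40%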;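 also: 0% = enzyme with no compound and 100% = wells without enzyme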
#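 System – human alpha-thrombin protein · Reagent – Boc-VPR-AMC substrate, 15 µM final · Compound – 5 µM single dose in 0.2% DMSO · Schedule – reaction at room temperature · Technique – AMC fluorescence at 355 nm excitation and 460 nm emission · Read-out basis – % inhibition relative to enzyme controls and enzyme-free blanks · Control set – no-compound enzyme wells and no-enzyme blanks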
# Cl transport mod: modulates chloride dependent transport by human KCC2; Q9H2X9; KCC2 cells, thallium flux FluoZin-2 fluorescence; B-score of Tl+ flux slope (higher = more flux/activation; lower = inhibition) at 10 µM; 190,000 compounds, 2.2% hits; AID 1456;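 active = thallium flux slope and its plate-corrected score both differing from the plate sample mean at a set confidence after two filtering rounds, in either direction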;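 also: slope of fluorescence scaled to starting intensity during 10 to 20 s after thallium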
# EBV gp42 inh: EBV gp42 inhibition. Q1HVG2. Fluorescence polarization binding assay, mP read-out. inhibition, % (tested at 21.74 µM). 220,000 compounds, 0.42% hits. AID 1085; in the data active = inhibition above about 50%
# p47phox inh: p47phox (human) inhibition. P14598. p47phox/p22phox peptide binding, fluorescence polarization, 2 h. inhibition, % at 24.7 µM. 220,000 compounds, 0.53% hits;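 also: 0% = p47phox with labelled peptide and 100% = labelled peptide alone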
# Furin inh: blocks human furin protease activity. purified furin, fluorogenic substrate cleavage. inhibition, % at 30 µM. 220,000 compounds, 0.061% hits; in the data active = inhibition above about 25%; also: inactives centre near -15
# KLK5 inh: inhibitors of human kallikrein 5 | Q9Y337 | recombinant hK5, fluorogenic AMC substrate cleavage | inhibition, % at 5 µM | 210,000 compounds, 0.59% hits;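 active = inhibition of 40% or more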;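 also: 0% = enzyme controls without compound and 100% = no-enzyme blanks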
# Rad51 HR inh: Rad51 (human) homologous recombination inhibition. inhibition, % at 10 µM. 200,000 compounds, 0.085% hits. AID 1385. hRad51 DNA strand exchange, fluorescence dequenching;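 active = inhibition above 40% at the single screening dose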;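 also: 0% = DMSO control wells and 100% = blanks with heterologous ssDNA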
#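 Material: hRad51 filaments on single-stranded DNA; Reagent: Donor/quencher-labelled 47-bp dsDNA substrate; Compound: 10 µM final, single point; Schedule: 37 °C 15-min filament assembly, 30-min compound preincubation, 15-min exchange; Technique: FRET fluorescence, excitation 485 nm, emission 520 nm; Benchmarks: control wells and blank wells on each plate.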
# 14-3-3 Bad inh: disrupts binding of bovine 14-3-3 zeta to phospho-Bad peptide; 220,000 compounds, 0.71% hits; inhibition, % at 21.7 µM; P63103; TR-FRET 14-3-3zeta/Dy647-pBad peptide displacement, 1 h; AID 781;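 active = inhibition above about 70%, limit read from the data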;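 also: 0% = full 14-3-3 plus peptide FRET controls and 100% = background without 14-3-3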
# * = called active by the depositor; i = inactive; nt = not tested or not shown; [ ] = another dose, or the depositor's remark.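 The calls were made as follows, unless noted: active = inhibition above about 30% (limit read from the data); inactive = the rest.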 This is a random part of the collection; 4.7% or so of the library scored in one or more.
SMILES,eIF4E 4G PPI,Thrombin inh,Cl transport mod,EBV gp42 inh,p47phox inh,Furin inh,KLK5 inh,Rad51 HR inh,14-3-3 Bad inh
COc1ccc(OCC(=O)O/N=C(\N)Cc2ccc(Cl)cc2Cl)cc1,10,-5,nt,-16,-1,-17[20 µM],-20,nt,2
CC(C)(C)C(=O)N1CCn2c1nc1ccccc12,5,2,nt,2,3,4,11,-4,3
CCOc1ccc(CC(=O)NNC(=O)/C=C/C(=O)O)cc1,0,-13,0.23,-4,9,-22,-8,10,-3
c1ccc2c(c1)OCC(c1csc3ncnc(N4CCCC4)c13)O2 (centres undefined),-6,-6,0.13,6,-22,-8[20 µM],5,2,0
COc1cc(/C=C/C(=O)OCC(=O)NC2CCS(=O)(=O)C2)ccc1O (centres undefined),8,-9,0.19,-12,-12,-7,-9,7,-1[fluorescence artefact?]
CC(C)Cc1cc(C(=O)N2CCCC(CCC(=O)N(C)CCc3ccccn3)C2)no1 (centres undefined),3,-6,0.082,-9,0,-22,-4,11,-10
O=C(CN1CCN(Cc2ccc(Cl)cc2)CC1)N/N=C/C=C/c1ccccc1[N+](=O)[O-],6,17,1.2,0,4,-12,5,26,-1[fluorescence artefact?]
O=C(Nc1ccccc1)NC1CCN(Cc2c(F)cccc2Cl)CC1,1,3,0.78,-10,-5,-11,-4,23,-2
COc1ccc(C(=O)Cc2nnc(C)s2)cc1,2,-3,0.53,-9,-3,-19,-9,-26,-6
Cc1ccc(S(=O)(=O)N2CCN(C(=O)c3ccc(OCc4c(C)noc4C)cc3)CC2)cc1,-1,4,-0.31,-13,-7,-27,-1,8,19
CCn1c(SCC(=O)Nc2c(C)n(C)n(-c3ccccc3)c2=O)nc2c1c(=O)n(C)c(=O)n2C,2,-9,0.014,-17,2,-13,-7,-6,0
O=C(NCCc1ccccc1)c1ccccc1NS(=O)(=O)N1CCCC1,7,-2,0.55,-16,-14,9[20 µM],0,3,13
CCOC(=O)C1CCCN(/C=C2\SC(=S)N(CC)C2=O)C1 (centres undefined),-3,-4,-0.59,-6,-9,-24,4,nt,-1
O=C(NCc1ccco1)c1ccc(-c2csnn2)cc1,-4,2,-0.032,-7,7,-15,1,-14,2
CC(C)CCc1noc(CN(C)CC2CCN(Cc3ccccc3)CC2)n1,-1,4,nt,-7,-11,-21,nt,-7,-4
C#Cc1ccc([C@H]2C=C(C(=O)O)O[C@@H](OCc3ccc(CO)cc3)C2)cc1,1,-9,-0.34,-6,nt,-28,-3,-5,1
c1ccc(CSc2ccc(-c3ccccn3)nn2)cc1,-2,-5,-0.98,-8,0,-31,-2,1,-7
Cc1cc(/C=N/n2cnnc2)c(C)n1-c1ccccc1,-3,1,0.0025,-6,-9,-13[20 µM],0,-16,-12
CCOC(=O)c1cc(CC)sc1N,6[fluorescence artefact?],3,-0.47,-14,-28,-8,-6,2,-9
Cc1cc(C)c2c(c1)/C(=N/NC(=O)c1ccc(O)cc1)CCC2,-5,-5,-1.6,0,10,-19,1,4,-8
c1ccc(OCCN2C3=NCCN3c3ccccc32)cc1,-2,-4,1.1,-8,-4,-28,-3,-12,-4
Cc1ccc2c(c1)NC(=O)C(CC(=O)N(C)Cc1ccccc1)O2 (centres undefined),3,-6,-1.5,-4,-3,-9,38,1,-2
CC(=O)NC1(c2cccc(F)c2)CCN(CC(=O)NC(C)C)CC1,1,-5,0.86,-5,-4,-10[20 µM],1,2,-16[fluorescence artefact?]
COc1ccc(N(CC(=O)Nc2ccc3c(c2)OCCO3)S(C)(=O)=O)c(OC)c1,1,-1,-0.071,-17,-2,-20,-22,0,13[fluorescence artefact?]
CN(C)c1ccc(/C=N/NC(=O)c2ccccc2Cl)cc1,5,-4,-0.31,0,-4,4,-13,nt,0

# An excerpt from the list above, as a working copy:
SMILES,eIF4E 4G PPI,Thrombin inh,Cl transport mod,EBV gp42 inh,p47phox inh,Furin inh,KLK5 inh,Rad51 HR inh,14-3-3 Bad inh
Cc1cc(/C=N/n2cnnc2)c(C)n1-c1ccccc1,-3,1,0.0025,-6,-9,-13[20 µM],0,-16,-12
CCOC(=O)c1cc(CC)sc1N,6[fluorescence artefact?],3,-0.47,-14,-28,-8,-6,2,-9

# The list goes on.
SMILES,eIF4E 4G PPI,Thrombin inh,Cl transport mod,EBV gp42 inh,p47phox inh,Furin inh,KLK5 inh,Rad51 HR inh,14-3-3 Bad inh
CCCn1c(Sc2nc3c(c(=O)[nH]c(=O)n3C)n2CCC)nc2c1c(=O)[nH]c(=O)n2C,-2,0,-0.41,0,-5,-10[20 µM],-8,-12,-16
Cc1cc2cc(CNC(=S)NC3CCCCC3)ccc2[nH]1,-1,-5,-0.84,-10,-6,-20,5,3,-11
O=C(c1cc(S(=O)(=O)N2CCC3(CC2)OCCO3)ccc1F)N1CCCCC1,-2,9,0.72,0,-6,-22,-4,7,-1
O=S(=O)(c1ccc2ccccc2c1)N1C=CC(C(F)(F)F)=NCC1,-2,-2,nt,0,-3,-4[20 µM],3,4,8
COc1ccccc1C(=O)Oc1cc(C)[nH]c(=O)c1[N+](=O)[O-],1,-1,-0.61,-23,3,-13,3,6,-1
CC(=O)Nc1c(O)nc(SC/C=C/CSc2nc(O)c(NC(C)=O)c(=O)[nH]2)[nH]c1=O,-3,-5,0.22,-10,-8,-20,-5,-7,-7
Cc1cnc([N+](=O)[O-])n1CCOC(=O)NC(=O)c1c(F)cccc1F,-1,-4,nt,-11,2,-9,3,1,-6
CCOC(=O)Cc1c(C)nc2c(-c3ccc(Cl)cc3)cnn2c1C,5,2,-0.6,4,3,-12,9,-9,-3
CC(/C=N/n1cnnc1)=C\c1ccccc1,1,-5,-0.62,-11,-5,-8[20 µM],-2,0,6
O=C(CN1CCSC1=NCc1ccccc1)c1ccccc1,2,-4,-0.29,-13,-12,-28,-25,nt,2
COc1ccccc1-n1c(SCC(=O)N2CCOCC2)nc2cccnc21,0,-4,0.084,-3,3,1,-4,7,-5
CSc1nccc(-c2sc(SC)c(C#N)c2-c2ccccc2)n1,5,-6,-0.77,-14,-13,-7,-10,-11,-2
CCCN1C(=O)/C(=C/c2ccc(N3CCOCC3)cc2)NC1=S,2,8,-0.6,-126,-102,-27,-12,-231,-10
COC(=O)c1ccc(NC(=S)Nc2ccc(O)cc2)cc1,2,14,0.55,8,0,-8,33,2,-4
S=C1NCCOCCOCCNC(=S)N2CCOCCOCCN1CCOCCOCC2,-4,2,0.34,4,1,-18,5,16,-9
CCCCN1C(=O)C(NC(=O)CC(C)C)(C(F)(F)F)C2=C1CC(C)(C)CC2=O (centres undefined),-1,-2,-0.0079,-2,-15,-11[20 µM],6,4,0
O=C(NCc1ccccc1)c1cccnc1N1CCOCC1,2,10,-0.26,4,0,-10[20 µM],72*,-2,-10[fluorescence artefact?]
O=C(N/N=C/c1cccc2nccnc12)c1ccccc1O,0,-1,-1.5,8,-193,-12,-4,18,-10
O=C(NCCN1CCOCC1)c1cc2ccccc2o1,-7,6,-0.13,-12,-7,-3[20 µM],2,1,31
CCCc1c(O)nc(SCC(=O)NCc2ccco2)[nH]c1=O,-2,0,0.059,-6,-11,-13,-13,10,66
Cc1cccn2c(=O)c(/C=C3\SC(=S)N(CC(C)C)C3=O)c(NCCCOC(C)C)nc12,8,4,0.024,137*,3,-5[20 µM],17,i,-4[fluorescence artefact?]
Cc1nn(-c2ccccc2)c(C)c1/C=N/NC(=O)c1cc(-c2cccc3ccccc23)n[nH]1,6,24,-0.52,0,-13,-10,21,-6,-14[fluorescence artefact?]
O=C(CSc1ncn[nH]1)N1CCCCC1,-2,-2,nt,-15,-12,-24,-2,-11,-6
COCCOC(=O)C1=C(C)NC(=O)NC1c1c(Cl)nc2ccccn2c1=O (centres undefined),-9,-1,1.3,3,-31,21,-3,1,-3
CC(C)c1ccc(/C=C/C(=O)N2CCc3ccccc3C2)cc1,-4[fluorescence artefact?],3,1.3,0,8,-16,-3,-2,5

# 13 structures from above, arranged by molecular weight, rising:
SMILES,eIF4E 4G PPI,Thrombin inh,Cl transport mod,EBV gp42 inh,p47phox inh,Furin inh,KLK5 inh,Rad51 HR inh,14-3-3 Bad inh
CCOC(=O)c1cc(CC)sc1N,6[fluorescence artefact?],3,-0.47,-14,-28,-8,-6,2,-9
CC(C)(C)C(=O)N1CCn2c1nc1ccccc12,5,2,nt,2,3,4,11,-4,3
COc1ccc(C(=O)Cc2nnc(C)s2)cc1,2,-3,0.53,-9,-3,-19,-9,-26,-6
c1ccc(OCCN2C3=NCCN3c3ccccc32)cc1,-2,-4,1.1,-8,-4,-28,-3,-12,-4
CCOc1ccc(CC(=O)NNC(=O)/C=C/C(=O)O)cc1,0,-13,0.23,-4,9,-22,-8,10,-3
Cc1cc2cc(CNC(=S)NC3CCCCC3)ccc2[nH]1,-1,-5,-0.84,-10,-6,-20,5,3,-11
CN(C)c1ccc(/C=N/NC(=O)c2ccccc2Cl)cc1,5,-4,-0.31,0,-4,4,-13,nt,0
CSc1nccc(-c2sc(SC)c(C#N)c2-c2ccccc2)n1,5,-6,-0.77,-14,-13,-7,-10,-11,-2
O=C(NCCc1ccccc1)c1ccccc1NS(=O)(=O)N1CCCC1,7,-2,0.55,-16,-14,9[20 µM],0,3,13
COc1ccc(OCC(=O)O/N=C(\N)Cc2ccc(Cl)cc2Cl)cc1,10,-5,nt,-16,-1,-17[20 µM],-20,nt,2
COCCOC(=O)C1=C(C)NC(=O)NC1c1c(Cl)nc2ccccn2c1=O (centres undefined),-9,-1,1.3,3,-31,21,-3,1,-3
O=C(CN1CCN(Cc2ccc(Cl)cc2)CC1)N/N=C/C=C/c1ccccc1[N+](=O)[O-],6,17,1.2,0,4,-12,5,26,-1[fluorescence artefact?]
CC(=O)Nc1c(O)nc(SC/C=C/CSc2nc(O)c(NC(C)=O)c(=O)[nH]2)[nH]c1=O,-3,-5,0.22,-10,-8,-20,-5,-7,-7

# Additional records.
SMILES,eIF4E 4G PPI,Thrombin inh,Cl transport mod,EBV gp42 inh,p47phox inh,Furin inh,KLK5 inh,Rad51 HR inh,14-3-3 Bad inh
COc1cc(NS(=O)(=O)c2ccc(F)cc2)c(OC)cc1NC(=O)C1CC1,0,-3,0.68,3,-1,-3,8,6,5
O=C(N/N=C/c1ccccn1)c1cccc(S(=O)(=O)Nc2ccccc2Cl)c1,-5,6,-0.23,1,-10,-25,14,17,-16
CCc1n(CC(O)COCC2CC=CCC2)c2ccccc2[n+]1C (centres undefined),7,-8,0.48,-21,-5,-27,0,2,8
COc1ccc(N/C(=N/c2nc(C)cc(C)n2)NC(=O)c2ccccc2)cc1,-7,1,1.3,-9,-7,-25,5,-52,-1
COc1ccc2nc(SCC(=O)NC(C)C)[nH]c2c1,6[fluorescence artefact?],-6,1.1,-5,-4,-21[20 µM],4,-2,80*
CCOCCCNC1=C(Cl)C(=O)c2ccccc2C1=O,3,-9,-0.99,-30,7,-7,1,nt,6
CCCCN(C)CCCNC(=O)c1cn(CC)c2ccc(S(=O)(=O)N3CCc4ccccc4C3)cc2c1=O,5,0,-0.019,-7,-1,-27,1,-7,6
N=C(N)CCCOc1ccccc1-c1ccccc1,-16,-7,0.017,-2,-12,-7,-13,-2,-9
CCOc1ccc(S(=O)(=O)N(CC(=O)N/N=C/c2cccs2)c2ccc(C)cc2)cc1,3,2,-0.57,-7,-20,-18[20 µM],6,-8,6

# Source: PubChem
